CHO parental Ca = counter-screen for OX1R antagonists: effect in parental CHO cells; parental CHO-K1, ATP-induced calcium, Fluo-8 fluorescence; inhibition, % at 5.6 µM; 330,000 compounds, 0.63% hits;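 active means inhibition above that plate's mean sample inhibition plus 3 SD, cut at about 26% in these data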;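 further: 0% = ATP-challenged DMSO wells and 100% = DMSO wells without ATP; some compounds past the cut are filed as inactive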
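test system = CHO parental line | reagent = ATP stimulus | measured by = intracellular calcium via Fluo-8 no-wash fluorescent dye | control set = ATP and no-ATP DMSO wells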
M1 ag = human M1 muscarinic receptor agonism; 360,000 compounds, 0.33% hits; CHO-K1 hM1, Fluo-8 calcium fluorescence, agonist mode; 0% DMSO, 100% acetylcholine EC100; AID 588814; activation, % at 3 µM; P11229;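 active means activation above the run's mean compound activation plus 3 SD, cut at about 16% in these data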;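 further: peak over basal fluorescence ratio within a 140 s kinetic read after compound addition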
M1 antag = antagonists of human M1 muscarinic receptor; P11229; CHO-K1 hM1, Fluo-8 calcium fluorescence, ACh EC80 antagonist; inhibition, % at 3 µM; 360,000 compounds, 1.3% hits; AID 588852;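 active means percent inhibition above its own plate's cutoff, namely the mean of that plate's compound wells plus 3 SD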;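 further: peak over basal fluorescence ratio during 140 s after agonist addition; 0% = ACh EC80 plus DMSO and 100% = DMSO alone without agonist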
TAAR1 ag = human TAAR1 agonism | Q96RJ0 | CHO RD-HGA16 TAAR1, Fluo-8 calcium fluorescence; vehicle wells 0%, saturating PEA agonist 100% | activation, % at 3 µM | 360,000 compounds, 0.99% hits | AID 624467;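 active means activation above the mean activation of all test compounds in the run plus 3 SD, cut at about 38% in these data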
Target sequence (Q96RJ0 whole entry, looked up): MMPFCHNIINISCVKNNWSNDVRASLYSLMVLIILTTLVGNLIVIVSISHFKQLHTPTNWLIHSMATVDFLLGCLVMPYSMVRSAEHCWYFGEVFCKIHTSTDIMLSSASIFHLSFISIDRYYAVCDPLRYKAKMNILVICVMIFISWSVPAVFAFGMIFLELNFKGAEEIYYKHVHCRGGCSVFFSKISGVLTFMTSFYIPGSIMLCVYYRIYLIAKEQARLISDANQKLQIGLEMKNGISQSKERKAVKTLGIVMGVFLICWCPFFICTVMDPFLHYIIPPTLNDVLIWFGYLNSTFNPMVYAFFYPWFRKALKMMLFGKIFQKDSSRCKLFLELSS
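Assay system: CHO-derived RD-HGA16 cells with stable Gα16 and human TAAR1; timing: 17-24 h seeding, 75 min 37 °C dye, 30 min RT; read-out: % activation from peak over basal fluorescence ratio, DMSO-to-PEA scaled; measured by: kinetic Fluo-8 calcium fluorescence; benchmarks: low control DMSO, high control PEA (EC100); doses: 3 µM single concentration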
TAAR1 antag = human TAAR1 antagonism. Q96RJ0. CHO RD-HGA16 TAAR1, Fluo-8 calcium fluorescence, antagonist. inhibition, % at 3 µM. 360,000 compounds, 1.5% hits;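 active means inhibition above a per-plate cutoff, the mean inhibition of test compounds on that plate plus 3 SD, cut at about 49% in these data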;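 further: 0% = DMSO plus EC80 beta-PEA response and 100% = DMSO alone without agonist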
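Test system: RD-HGA16 CHO cells with stable hTAAR1 and Gα16 / Probe or stimulus: EC80 β-phenethylamine stimulus / Times: seeding 17-24 h prior, 75-min 37 °C, 30-min RT dye loading / Detection: Fluo-8 calcium-sensitive fluorescence / Read-out basis: % inhibition scaled between DMSO and EC80 PEA controls / Repeats: singlicate, one well per test compound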
CHO-K1 Ca ag = nonselective activator or artifact in parental CHO-K1 cells; 360,000 compounds, 0.48% hits; AID 602248; activation, % at 3 µM; Fluo-8 calcium fluorescence; scaled to maximal ATP response, vehicle zero; in the data active means activation above about 15%;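 further: untransfected CHO-K1 host cells lacking M1 receptor as counterscreen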
CHO-K1 Ca antag = counter-screen for M1 antagonists: effect in parental CHO-K1 cells. ATP-induced calcium, Fluo-8 fluorescence. inhibition, % at 3 µM. 360,000 compounds, 0.6% hits. AID 602250;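 active means inhibition above a per-plate cutoff, the plate's mean sample inhibition plus 3 SD, cut at about 24% in these data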;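 further: 0% = DMSO plus EC80 ATP and 100% = DMSO alone without ATP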
M1 PAM parental = counter-screen for M1 PAMs: effect in parental CHO-K1 cells. ATP EC20, Fluo-8 calcium fluorescence; 0% at ATP EC20, 100% at ATP max. 360,000 compounds, 0.02% hits. activation, % at 3 µM;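 active means activation above the run cutoff, the mean activation of all test compounds plus 3 SD, cut at about 40% in these data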;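 further: peak over basal fluorescence ratio in a 140 s read after ATP addition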
OXTR potentiate = human OXTR potentiation; activation, % at 3 µM; P30559; CHO-OTR cells, Fluo-8 calcium fluorescence, potentiator mode; 0% = oxytocin EC15, 100% = EC100; 320,000 compounds, 0.061% hits; AID 2445;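 active means activation above that plate's cutoff, the mean activation of tested compounds plus 3 SD, cut at about 6.6% in these data, passing the limit was not always enough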;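 further: 100% uses oxytocin at 75 nM as the full agonist control; some results filed as inactive read as strong as hits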
Target sequence (P30559 whole entry, looked up): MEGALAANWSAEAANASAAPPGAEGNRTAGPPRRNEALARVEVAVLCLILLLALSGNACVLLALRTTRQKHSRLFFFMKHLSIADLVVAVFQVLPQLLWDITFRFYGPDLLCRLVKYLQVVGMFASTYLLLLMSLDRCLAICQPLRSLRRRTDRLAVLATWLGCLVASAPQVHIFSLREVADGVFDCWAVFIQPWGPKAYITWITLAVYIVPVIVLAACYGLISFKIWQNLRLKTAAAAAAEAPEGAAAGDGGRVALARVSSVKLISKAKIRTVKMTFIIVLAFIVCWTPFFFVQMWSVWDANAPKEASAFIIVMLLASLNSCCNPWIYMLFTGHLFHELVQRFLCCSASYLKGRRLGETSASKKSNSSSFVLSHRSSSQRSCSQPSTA
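Assay system: CHO cell line stably expressing human OTR. Reagent: EC15 oxytocin agonist. Dosing: single dose, 3.0 µM nominal final compound concentration. Timing: compound 6 min at room temperature before oxytocin, 100 s read. Signal: kinetic Fluo-8 calcium fluorescence. Controls: oxytocin EC15 low and EC100 high.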
* marks the source's active call; other numbers are inactive results; / = not tested or not shown.

compound | TAAR1 antag | CHO parental Ca | TAAR1 ag | CHO-K1 Ca ag | M1 antag | M1 ag | CHO-K1 Ca antag | M1 PAM parental | OXTR potentiate
O=C(NNC(=O)c1ccc(Cl)nc1)c1ccncc1 | -11 | -3 | 0 | -0.1 | 10 | -1 | 3 | -13 | -4
CCCCCn1nc(C)c(/C=N\NC(=O)c2cc(C)oc2C)c1C | 2 | -11 | -1 | -0.1 | 8 | -5 | -8 | -5 | -7
CN(CC(=O)Nc1ccc(F)cc1)C(=O)COC(=O)Cc1cccs1 | -6 | -22 | 11 | 0.7 | 2 | -1 | -1 | -20 | 3
COc1ccc(CNC(=O)c2ccc(CNc3c(NC4CCCCC4)c(=O)c3=O)cc2)cc1 | -2 | 6 | 2 | 0.3 | -2 | -8 | -5 | 12 | -4
COc1ccccc1C1OCC(C)([N+](=O)[O-])CO1 (configuration not stated) | 0 | / | 1 | 1.1 | -6 | 0 | -10 | 17 | /
Cc1cc(C)c(C)c(S(=O)(=O)N2CCC(C(=O)OCC(=O)N3c4ccccc4NC(=O)C3(C)C)CC2)c1C | 49* | -41 | 10 | 1.5 | 3 | -3 | -2 | 13 | -19
COc1ccc2oc(C(=O)C3CC3)c(N)c2c1 | 3 | -5 | 9 | -0.1 | -12 | -3 | -4 | 0 | 2
CCOc1ccc(N(CC(=O)NCCSCc2ccco2)S(=O)(=O)c2ccc(C)cc2)cc1 | -4 | -17 | 1 | -0.7 | -5 | -2 | -4 | -6 | -10
CCc1cc2ccc(C)cc2nc1SCC(=O)NC1CCCC1 | -18 | -7 | 1 | -0.2 | -5 | -6 | -6 | -4 | -9
CC12COC3(C(=O)Nc4ccc([N+](=O)[O-])cc4)CC1CCC32C (configuration not stated) | 8 | 1 | 14 | 1.0 | -11 | -10 | -8 | 12 | -15
Cc1ccc(S(=O)(=O)Nc2ccc(C(=O)NC3CC3)cc2)cc1 | -8 | 4 | 1 | 1.4 | -9 | 0 | -7 | 11 | 1
Cc1cccc(OCCCC(=O)NC(C)C)c1 | -14 | -4 | 8 | 0.8 | -6 | -1 | -10 | 20 | -1
Cc1cccc(NC(=O)CCNS(=O)(=O)c2ccc3[nH]c(=O)oc3c2)c1 | -6 | -13 | 1 | -0.5 | 2 | -1 | 3 | -5 | -1
O=C(Cn1c(=O)cnc2ccccc21)NNC(=O)c1ccccc1Cl | 0 | -3 | -1 | 0.6 | -21 | -1 | -18 | 12 | -4
OC(COC(c1ccc(Cl)cc1)c1ccc(Cl)cc1)CN1CCN(c2ccccn2)CC1 (configuration not stated) | 1 | -21 | 9 | 0.6 | -4 | -9 | -6 | 24 | -3
COc1ccc(CCN(Cc2cc3cc(C)ccc3[nH]c2=O)C(=O)N2CCCC2)cc1OC | -11 | -26 | 5 | 0.5 | 0 | -5 | -14 | 26 | -7
CSc1ccccc1NC(=O)CN(C)Cc1cccc(Cl)c1 | -19 | -18 | 5 | 0.2 | -3 | -5 | -7 | 18 | -9
O=C1CC(N2CCN(c3ccc(S(=O)(=O)N4CCCC4)cc3)CC2)C(=O)N1c1ccc(F)cc1 (configuration not stated) | 4 | -17 | 15 | 1.2 | -35 | 0 | -10 | 11 | -14
CC1=CC(c2ccc(Cl)cc2)n2nc(NS(=O)(=O)c3ccc(C)cc3)nc2N1 (configuration not stated) | 10 | -6 | 6 | 1.2 | -5 | -7 | -17 | 27 | 6
Cc1cc(Nc2nc3c(c(=O)n(C)c(=O)n3C)n2C)n(-c2ccc(Cl)cc2)n1 | -3 | 0 | -1 | 0.8 | -10 | -5 | -17 | 26 | -7
CCOc1ccccc1N(CC(=O)NCCc1ccc(OC)cc1)S(=O)(=O)c1ccc(C)cc1 | 14 | / | 8 | 0.8 | -15 | -6 | -10 | 16 | /
CCc1ccc(N(CC(=O)N2CCOCC2)S(C)(=O)=O)cc1 | -3 | -1 | -1 | 0.7 | -24 | -1 | -11 | 13 | 3
COc1ccc(CN(C)C(=O)c2cc(-c3ccccc3)nc3ccc(C)cc23)c(OC)c1 | 45 | / | 5 | 5.1 | 37* | -3 | -11 | 12 | /
NC(=O)c1nsc(C(=O)N(CC(=O)NCc2ccc3c(c2)OCO3)C2CCCCC2)c1N | 29 | -33 | 21 | 4.8 | -14 | -2 | 3 | 10 | -10
O=C(O)CCC(=O)N1CCOc2ccc(Cl)cc21 | 7 | -4 | 14 | 0.8 | 1 | -2 | -2 | 15 | -9
COCCn1c(=S)[nH]c2cc(C(=O)NC3CCCCCC3)ccc2c1=O | -5 | / | 2 | 1.5 | -2 | -4 | -18 | 21 | /
Cn1c(-c2ccc3c(c2)OCO3)cnc1NCc1cccc(O)c1 | 5 | -12 | 9 | 0.1 | 29* | -16 | -3 | -5 | -9
COc1ccc(CC(Cc2ccc(OC)c(OC)c2)NC=O)cc1OC | 2 | / | 1 | 0.5 | -2 | -2 | 3 | -12 | /
Cc1cccc(N2CCN(C(=O)CN(C)S(=O)(=O)c3ccc4c(c3)CCC(=O)N4)CC2)c1C | 0 | -13 | 3 | 2.5 | -8 | 0 | -1 | 13 | -10
O=C(Cc1cccc2ccccc12)Nc1ccc(OC(F)F)c(Cl)c1 | 15 | -20 | 11 | 0.6 | 4 | -7 | 15 | -5 | -7
O=C1c2ccccc2C(=O)N1CCCc1nc(-c2ccccn2)no1 | -17 | -7 | 8 | 0.4 | 5 | -1 | -1 | 4 | -1
O=C(Cn1cc(Br)ccc1=O)Nc1ccc2c(c1)OCO2 | -6 | -8 | 4 | 4.4 | 28 | 0 | 8 | 2 | -3
COc1ccc(Cc2nnc(N)s2)cc1OC | 2 | -7 | 2 | 0.1 | -16 | 0 | -7 | 14 | 0
COc1ccc(N2C(=O)c3ccccc3NC2c2ccc(OC)c(CSc3ccccn3)c2)cc1 (configuration not stated) | 8 | -9 | 7 | 1.8 | -7 | -3 | -19 | -2 | -7
COc1ccccc1N(C)S(=O)(=O)c1ccc(C(=O)Nc2nnc(C)s2)cc1 | 2 | / | 1 | 0.2 | -2 | -1 | -3 | -6 | /
O=C(COC(=O)Cc1c[nH]c2ccccc12)Nc1ccccc1 | 9 | -1 | 3 | 2.6 | -5 | -6 | -4 | 23 | -6
CC1CCCCC1NC(=O)CSc1nnnn1C (configuration not stated) | -26 | / | 1 | 0.9 | 15 | -1 | -12 | -13 | /
COc1ccc(CN(C)C(=O)Cn2cnc3c(OCc4ccccc4)ncnc32)cc1OC | 3 | -20 | 1 | 1.8 | -13 | -3 | -12 | 1 | 1
CC1CCCCN1CCCNC(=O)c1ccc(NC(=O)C2=CSCCO2)cc1 (configuration not stated) | -5 | -6 | 0 | -0.1 | -7 | -5 | -1 | -12 | 1
Cc1ccc(OCCN2CCNCC2)c([N+](=O)[O-])c1 | 13 | -14 | 1 | 0.3 | -3 | -11 | -2 | 4 | -2

Three entries from above, ordered by count of non-hydrogen atoms, low to high.
compound | TAAR1 antag | CHO parental Ca | TAAR1 ag | CHO-K1 Ca ag | M1 antag | M1 ag | CHO-K1 Ca antag | M1 PAM parental | OXTR potentiate
COc1ccc(Cc2nnc(N)s2)cc1OC | 2 | -7 | 2 | 0.1 | -16 | 0 | -7 | 14 | 0
CC1CCCCC1NC(=O)CSc1nnnn1C (configuration not stated) | -26 | / | 1 | 0.9 | 15 | -1 | -12 | -13 | /
CC1CCCCN1CCCNC(=O)c1ccc(NC(=O)C2=CSCCO2)cc1 (configuration not stated) | -5 | -6 | 0 | -0.1 | -7 | -5 | -1 | -12 | 1

(continued)
compound | TAAR1 antag | CHO parental Ca | TAAR1 ag | CHO-K1 Ca ag | M1 antag | M1 ag | CHO-K1 Ca antag | M1 PAM parental | OXTR potentiate
O=C(CCc1nnc(C2(c3ccc(Cl)cc3)CCC2)o1)NC1CC1 | 3 | 7 | 0 | -0.7 | -2 | -5 | 4 | -15 | -12
COc1ccc(NC(=O)Nc2cccc3c2O[C@H](CN(C)S(=O)(=O)c2c(C)noc2C)[C@@H](C)CN([C@H](C)CO)C3=O)cc1 | -16 | -17 | 1 | 0.7 | -8 | -6 | -29 | 15 | 0
Cc1ccc(C(=O)NN(C)c2nc3ccccc3nc2C(F)(F)F)cc1 | 11 | -10 | 13 | 0.2 | -7 | -2 | -5 | -8 | -6
CC1Cc2cc(/C(O)=C3/C(=O)C(=O)N(CCN4CCOCC4)C3c3ccc([N+](=O)[O-])cc3)ccc2O1 (configuration not stated) | -18 | -14 | 0 | 0.7 | -3 | -2 | -11 | 13 | -3
Cc1cn(CC(=O)N2CCN(c3ccccn3)CC2)c(=O)[nH]c1=O | 9 | / | 0 | 0.5 | -10 | -3 | -18 | 20 | /
Cc1sc2nc(CSCC(=O)Nc3c(Cl)cccc3Cl)[nH]c(=O)c2c1C | -10 | -6 | 0 | 1.2 | -10 | -9 | -4 | 19 | -6
Cc1ccc2oc(=O)c3cc(C(=O)NCCN4CCN(C)CC4)sc3c2c1 | -7 | -11 | 2 | 0.3 | -7 | -9 | 15 | 3 | 2
CC1C(=O)N2CCCc3cc(NC(=O)C4CC4)cc1c32 (configuration not stated) | -14 | 10 | 1 | 0.0 | -17 | -1 | -10 | 7 | -1
COc1cccc(-n2c(C)nc3c(cnn3-c3ccc(Cl)cc3)c2=O)c1 | 17 | 3 | 5 | 3.1 | 19 | 1 | 4 | 0 | -7
Cc1cccc(C2(c3cccc(C)c3)CC2C(=O)Nc2ccc([N+](=O)[O-])cc2O)c1 (configuration not stated) | 58* | -6 | 3 | 6.4 | 25 | -3 | 26* | -11 | -12
Cc1cccc(NC(=O)CSCC(=O)Nc2cc(Cl)ccc2N2CCOCC2)c1 | -2 | -22 | 0 | 0.4 | -9 | -3 | 7 | -16 | -12
CCCC1(C)NC(=O)c2ccccc2O1 (configuration not stated) | -2 | -16 | 6 | 3.3 | 8 | -3 | 0 | 14 | -4
Cc1ccc(NC(=O)CN(C)CC(=O)Nc2sc3c(c2C(N)=O)CCC3)cc1 | -10 | -23 | -3 | 0.1 | -10 | -5 | -4 | 6 | 0
O=C(COc1ccccc1)Nc1ccc(S(=O)(=O)NCc2ccco2)cc1 | 10 | -8 | 15 | 2.7 | -2 | -1 | -3 | 14 | 1
COc1ccc(NC(=O)CN2C(=O)CC(C)(C)S(=O)(=O)c3ccccc32)cc1 | -22 | -16 | 3 | 0.8 | 4 | -1 | 8 | 3 | -5
Cc1c(C(=O)N2CCOCC2)oc2ccc(S(=O)(=O)N3CCCC3)cc12 | 2 | -5 | 10 | 0.6 | 6 | -2 | 4 | 2 | 5

Screening results (PubChem BioAssay)
